EphB4 antag – antagonists of human EphB4-ephrin-B2 interaction; AID 720; 97,000 tested, 0.15% active; inhibition, % at 7 µM; EphB4 LBD / TNYL-RAW-Alexa532 peptide, fluorescence polarization; P54760;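 active = inhibition above the screen-wide mean inhibition plus 3 SD, cut at about 15% in these data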;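 note: 0% = DMSO wells and 100% = excess unlabeled TNYL-RAW peptide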
PTPN22 inh 2 – blocks human PTPN22 phosphatase activity | AID 640 | Q9Y2R2 | recombinant LYP catalytic domain, DiFMUP fluorescence | inhibition, % at 2 µM | 96,000 tested, 0.21% active;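 active = inhibition at 2 µM at or above a set limit, the screen mean plus 3 SD, cut at about 24% in these data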;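 note: 0% = DMSO with enzyme and 100% = enzyme fully blocked by orthovanadate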
Plk1 PBD FP – inhibitors of human Plk1 polo box domain binding; P53350; Plk1 PBD phosphopeptide binding, fluorescence polarization; inhibition, %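 (tested at about 20 µM)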; 97,000 tested, 0.13% active; AID 693; in the data active = inhibition above about 34%, passing the limit was not always enough
Target sequence (P53350 whole entry, looked up, the tested form may be a part): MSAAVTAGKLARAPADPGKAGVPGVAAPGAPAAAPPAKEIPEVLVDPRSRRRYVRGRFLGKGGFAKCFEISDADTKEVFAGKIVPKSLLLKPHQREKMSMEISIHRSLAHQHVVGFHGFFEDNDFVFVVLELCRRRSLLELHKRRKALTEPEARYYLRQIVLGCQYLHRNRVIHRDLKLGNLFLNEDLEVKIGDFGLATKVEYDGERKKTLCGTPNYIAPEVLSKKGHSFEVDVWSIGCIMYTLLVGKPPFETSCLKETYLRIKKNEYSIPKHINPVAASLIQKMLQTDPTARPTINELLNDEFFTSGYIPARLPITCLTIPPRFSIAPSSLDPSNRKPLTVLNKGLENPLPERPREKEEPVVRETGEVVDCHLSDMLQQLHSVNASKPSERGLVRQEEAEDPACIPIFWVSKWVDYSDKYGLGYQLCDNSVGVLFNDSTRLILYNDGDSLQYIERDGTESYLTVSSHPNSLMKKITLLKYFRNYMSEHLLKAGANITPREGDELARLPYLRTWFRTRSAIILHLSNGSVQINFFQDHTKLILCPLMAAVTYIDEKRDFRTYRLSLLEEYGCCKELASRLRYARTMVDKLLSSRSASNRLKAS
Calb biofilm kill – kills Candida albicans biofilms; inhibition, % at 6 µM; AID 834; 85,000 tested, 0.14% active; C. albicans biofilm + clotrimazole, Alamar Blue;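 active = inhibition above 20%; inactive = inhibition below 20%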;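 note: preformed 24 hr biofilms exposed to compound for 48 hr; 0% = biofilm without compound and 100% = blank killed by clotrimazole plus chlorhexidine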
CYP2C9 act – CYP2C9 (human) activation. recombinant CYP2C9, luciferin-H conversion, luminescence; hits give high values; factor 1 = untreated enzyme, 0 = blocked. P11712. 96,000 tested, 1.4% active. activation factor at 5 µM;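 active = activation factor of 2 or more for CYP2C9 at a 5 µM dose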;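 note: 0 = sulfaphenazole-blocked wells and 1 = vehicle-only wells; values of inactives mirror those of a sister screen read the other way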
Target sequence (P11712 whole entry, looked up): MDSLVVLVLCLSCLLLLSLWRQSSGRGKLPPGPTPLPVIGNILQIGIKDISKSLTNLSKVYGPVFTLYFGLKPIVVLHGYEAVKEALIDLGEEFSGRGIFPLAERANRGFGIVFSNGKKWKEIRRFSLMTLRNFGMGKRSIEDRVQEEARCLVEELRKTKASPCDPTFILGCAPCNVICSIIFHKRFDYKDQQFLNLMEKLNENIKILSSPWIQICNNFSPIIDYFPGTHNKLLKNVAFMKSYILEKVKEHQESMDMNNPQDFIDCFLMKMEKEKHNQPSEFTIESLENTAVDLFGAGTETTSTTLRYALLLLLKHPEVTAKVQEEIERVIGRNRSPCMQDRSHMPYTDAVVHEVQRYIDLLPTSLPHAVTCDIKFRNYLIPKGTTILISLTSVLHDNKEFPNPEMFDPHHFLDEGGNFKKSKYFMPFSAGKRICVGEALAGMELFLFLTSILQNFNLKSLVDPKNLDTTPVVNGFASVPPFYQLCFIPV
CYP2C9 inh – inhibitors of human CYP2C9. P11712. CYP2C9 Supersomes, luciferin-H conversion, luminescence. inhibition, % at 5 µM. 96,000 tested, 20% active. AID 777;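 active = blocking of liver enzyme CYP2C9 beyond about 50% at 5 µM, limit read from the data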; note: values of inactives mirror those of a sister screen read the other way
PTPN22 act – LYP (human) phosphatase activation | 96,000 tested, 0.11% active | AID 697 | recombinant LYP, DiFMUP fluorescence; 0 = plate median, 100 = signal doubled | activation, % at 2 µM | Q9Y2R2;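 active = activation at 2 µM above a set limit, the mean plus 5 SD, cut at about 37% in these data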
PLK1 inh – blocks human PLK1 kinase activity; AID 619; inhibition, % at 10 µM; recombinant PLK1 kinase, TR-FRET peptide phosphorylation; P53350; 97,000 tested, 0.53% active;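 active = inhibition of 50% or more in the single-concentration screen; inactive = inhibition below 50%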;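 note: 0% = DMSO max control and 100% = H-89 dihydrochloride min control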
HIV Rev-RRE inh – HIV Rev-RRE protein-RNA interaction inhibition | Rev peptide-RRE RNA binding, FRET | 97,000 tested, 0.79% active | P05866 | inhibition, % at 8 µM | AID 704;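 active = inhibition above the screen-wide mean plus 3 SD, cut at about 35% in these data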;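 note: 0% = median DMSO wells and 100% = median Neomycin B control wells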
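assay system = Cy5-tagged RRE RNA duplex with fluorescein-tagged Rev peptide | incubation = 5 + 15 min at 25 °C | also added = labelled Rev peptide | measure = % inhibition of FRET ratio versus controls | benchmarks = DMSO wells as 0% and neomycin B wells as 100% inhibition | measured by = FRET fluorescence readout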
* marks the source's active call; other numbers are inactive results; x = not tested or not shown.

SMILES | EphB4 antag | PTPN22 inh 2 | Plk1 PBD FP | Calb biofilm kill | CYP2C9 act | CYP2C9 inh | PTPN22 act | PLK1 inh | HIV Rev-RRE inh
CCCn1c(SCC(=O)Nc2nc(C)cs2)nnc1-c1cccnc1 | -1.5 | -4.7 | 16.1 | -2.0 | 0.9 | 14.2 | -0.5 | -4.4 | -3.7
O=C1CC(N2CCN(S(=O)(=O)c3ccc(Cl)cc3)CC2)C(=O)N1CCc1ccccc1 (stereo not drawn) | 4.2 | -7.8 | -9.0 | 4.5 | x | x | 4.1 | -15.3 | 10.4
Clc1ccc(-c2cn3c(n2)CCC3)cc1 | -0.2 | 7.4 | -8.6 | -0.6 | 0.9 | 5.0 | -9.1 | -11.2 | 4.4
c1coc(CNc2nc3ccccc3n2CCN2CCOCC2)c1 | 1.1 | 2.2 | 20.2 | 4.6 | 0.7 | 26.2 | -7.0 | -13.0 | 2.1
COC(=O)CCc1c(C)c(C(=O)c2ccco2)c2ccccn12 | 4.0 | 7.8 | -1.9 | 5.2 | 0.9 | 11.6 | -7.3 | -9.0 | 10.8
COc1ccc(C(=O)Nc2ccccc2N2CCOCC2)cc1Br | 1.9 | -2.7 | 14.6 | 2.2 | x | x | 0.3 | 1.3 | 3.9
CCCNC(=O)N1CCN(S(=O)(=O)c2ccc(C)c(C)c2)CC1 | 0.8 | 1.6 | 13.3 | 20.1* | x | x | -3.0 | -15.9 | -1.0
COc1ccc(C(C(=O)NC2CCCC2)N(Cc2ccccc2)C(=O)c2nsc(Cl)c2Cl)cc1 (stereo not drawn) | 9.8 | x | -13.7 | x | 0.4 | 63.9* | x | -8.5 | -2.2
Cc1cc(C)nc(NCC(O)COc2ccccc2C)n1 (stereo not drawn) | 2.5 | 1.0 | 4.3 | 0.6 | 0.9 | 8.7 | -2.9 | -20.4 | 5.4
O=C(CSc1nccc(=O)[nH]1)N1CCCc2ccccc21 | -7.2 | -5.9 | 10.6 | 5.2 | 0.8 | 18.3 | 2.3 | -0.5 | 1.9
CC(C)(C)n1nnnc1CN1CCN(C(c2ccccc2)c2ccccc2)CC1 | -0.4 | -5.6 | -13.3 | 7.1 | x | x | 6.2 | -10.7 | -1.9
Cc1cc(=O)[nH]c(N=N/C(=N/Nc2ccc(O)cc2)c2ccccc2)n1 | 4.0 | -7.0 | 22.4 | 9.8 | 0.6 | 39.2 | 8.2 | -9.2 | 0.6
O=C(O)CN1C(=O)SC(Nc2ccccc2)C1=O (stereo not drawn) | 4.3 | 3.6 | -4.0 | 4.4 | x | x | -3.2 | -6.7 | 6.5
CCN(CC)S(=O)(=O)c1ccc(NC(=O)C(C)N(c2ccccc2)S(C)(=O)=O)cc1 (stereo not drawn) | 1.2 | 0.7 | 3.8 | 2.3 | x | x | -1.1 | -14.2 | 7.2
Cc1ccc2[nH]c(SCC(=O)N3CCOCC3)nc2c1C | 1.9 | 1.2 | -18.3 | 4.9 | 0.8 | 16.3 | -0.6 | -5.4 | 4.6
O=S(=O)(NCCc1ccc2c(c1)OCCO2)c1cccs1 | -6.0 | 0.4 | 10.7 | 3.9 | 0.6 | 35.7 | -0.3 | -9.4 | 10.6
O=C(Cn1cccc1C(=O)c1ccccc1)NCCCN1CCOCC1 | 7.5 | -4.9 | -2.1 | 4.0 | 0.9 | 12.6 | 4.3 | -9.8 | 9.0
CCN(CC)S(=O)(=O)c1cc(Br)ccc1OC | -3.9 | 3.1 | 7.7 | 6.1 | 2.5* | -149.0 | -5.6 | 1.2 | 1.9
CC(=O)c1cccc(NC(=O)c2onc(C)c2Cl)c1 | 5.0 | 1.4 | 12.8 | 16.7 | 1 | 0.1 | -4.2 | -1.3 | 6.1
O=C1NC(=O)C(CC(=O)N(Cc2ccco2)C2(C(=O)NC3CCCC3)CCCCC2)N1 (stereo not drawn) | 1.2 | 0.9 | 32.9 | 2.7 | 1.2 | -16.6 | -0.3 | -1.0 | -0.9
Cc1cc(N)n(-c2ncnc3scc(-c4ccccc4)c23)n1 | 3.3 | -3.1 | -2.1 | 1.8 | 0.8 | 16.6 | 1.4 | 0.9 | 7.5
Cc1nc(C)c(C(=O)NCc2ccccc2Cl)o1 | 11.1 | -0.9 | -0.9 | 0.1 | 1 | -4.6 | -1.7 | -17.7 | 9.3
CCOc1cc(C(=S)N2CCC(O)CC2)ccc1OS(=O)(=O)c1ccc(Br)cc1 | 9.9 | -3.2 | -17.5 | x | 0.3 | 67.5* | 2.8 | -13.2 | 6.7
Clc1ccc(-c2nc(-c3ccccn3)no2)cc1Cl | 2.2 | -9.6 | 7.5 | 5.5 | 1.1 | -8.1 | 5.2 | -7.3 | 10.8
CC(C)CN1C(=O)CC(Sc2ccccc2C(=O)O)C1=O (stereo not drawn) | -0.4 | 4.3 | 2.9 | 6.1 | 1.3 | -26.1 | -2.9 | -10.2 | 0.8

Brought forward from above: three entries; new compounds follow.
SMILES | EphB4 antag | PTPN22 inh 2 | Plk1 PBD FP | Calb biofilm kill | CYP2C9 act | CYP2C9 inh | PTPN22 act | PLK1 inh | HIV Rev-RRE inh
CCOc1cc(C(=S)N2CCC(O)CC2)ccc1OS(=O)(=O)c1ccc(Br)cc1 | 9.9 | -3.2 | -17.5 | x | 0.3 | 67.5* | 2.8 | -13.2 | 6.7
Clc1ccc(-c2nc(-c3ccccn3)no2)cc1Cl | 2.2 | -9.6 | 7.5 | 5.5 | 1.1 | -8.1 | 5.2 | -7.3 | 10.8
CC(C)CN1C(=O)CC(Sc2ccccc2C(=O)O)C1=O (stereo not drawn) | -0.4 | 4.3 | 2.9 | 6.1 | 1.3 | -26.1 | -2.9 | -10.2 | 0.8
O=C(c1cccs1)N1CCN(Cc2ccc3c(c2)OCO3)CC1 | -2.6 | -2.1 | -1.1 | x | 0.8 | 22.3 | -0.5 | -9.1 | 2.8
C/C(Cl)=C/Cn1c(SCc2ccc(Cl)cc2)nc2c1c(=O)[nH]c(=O)n2C | -3.6 | -2.0 | 32.9 | 8.0 | 0.6 | 36.0 | 6.3 | -10.8 | 4.3
CC1CN=C(N(C(=O)Nc2ccccc2)c2ccc(F)cc2)S1 (stereo not drawn) | 6.4 | -4.0 | -12.7 | 2.4 | 0.2 | 76.1* | 3.3 | -0.3 | 5.6
CCSc1nc2c(c(=O)[nH]c(=O)n2C)n1CC(O)COc1ccccc1C (stereo not drawn) | 1.4 | 1.8 | -4.4 | x | 0.9 | 14.1 | -6.1 | 18.6 | 10.3
Cc1ccc(-n2c(Cc3cccn3C)nnc2SCC(=O)Nc2cc(C)on2)cc1 | -2.4 | -3.6 | 14.6 | 6.5 | 0.9 | 5.1 | 0.1 | -9.5 | 2.7
COc1ccc(CCNC(=O)c2cc(CC(C)C)on2)cc1OC | -5.6 | -5.7 | -2.8 | 8.5 | 0.8 | 17.9 | 3.3 | -4.4 | 2.7
Cc1csc(NC(=O)c2ccco2)n1 | -5.0 | -5.6 | -2.3 | x | 1.2 | -20.2 | 9.2 | -5.5 | 5.2
O=C(Nc1cccc(O)c1)c1ccccc1 | 4.7 | -7.6 | 9.3 | 5.4 | 1.1 | -9.2 | 2.1 | -4.5 | 9.8
O=C(N/N=C/c1cc2ccccc2nc1Cl)/C(=C/c1cccs1)NC(=O)c1ccccc1 | 5.3 | 21.9 | -18.9 | x | 0.6 | 43.1 | -19.6 | -21.2 | 2.5
CC(NC(=O)NCCCC(=O)O)(C(F)(F)F)C(F)(F)F | 3.3 | 0.4 | 0.2 | 1.7 | 0.7 | 27.3 | -1.8 | -11.4 | 4.9
COc1ccc2c(CC(=O)NCC3CCC(C(=O)O)CC3)cc(=O)oc2c1 (stereo not drawn) | -3.4 | -1.8 | 6.8 | 3.8 | 1 | -4.1 | 4.8 | -8.7 | 3.6
CC1(C)C(=O)C2(C(=O)NCc3ccccc3)CCC1C2 (stereo not drawn) | -0.3 | -5.6 | 18.1 | 3.2 | 0.9 | 8.1 | 4.2 | -6.5 | -1.0
O=C(/C=C/c1ccccc1)Nn1cnnc1 | -2.8 | -4.1 | -17.6 | x | 0.5 | 54.4* | 8.2 | -12.1 | 5.5
CC(/C=C/c1ccc2c(c1)OCO2)=N\NC(=O)COc1ccccc1C | -7.1 | 9.1 | -26.2 | x | 0.9 | 11.0 | -5.3 | -1.7 | 1.6
COc1cccc(NC(=O)COC(=O)c2cccnc2)c1 | -5.1 | -2.5 | -29.6 | 7.4 | 0.7 | 34.9 | -1.7 | -2.7 | 6.2
CCOC(=O)CSc1nc2c(c(=O)n1-c1ccc(OCC)cc1)SCC2 | 4.8 | 8.5 | 24.6 | 4.6 | 0.9 | 8.1 | -7.3 | -6.2 | 3.2
CCOc1ccc(NC(=O)CN2CCN(CC(=O)Nc3ccc(Cl)c(C(F)(F)F)c3)CC2)cc1 | 3.5 | -0.7 | -14.2 | -2.1 | 0.7 | 31.8 | -1.8 | 0.9 | 18.6
CC(C)(CSc1nncn1/N=C/c1ccco1)NS(=O)(=O)c1ccc(Cl)cc1 | 3.4 | -4.0 | 4.8 | 12.8 | 0.4 | 61.2* | 4.0 | 9.0 | 7.6
Cc1cc(C)c(S(=O)(=O)N(C)Cc2cnn(C)c2)c(C)c1 | 3.4 | 2.1 | 10.0 | 10.2 | 2* | -97.0 | -3.5 | -6.4 | 4.3
COc1ccc(C(=O)Cn2nnc(-c3cccs3)n2)cc1 | -7.2 | 6.8 | 11.1 | 0.9 | 1 | -2.0 | -0.8 | -2.8 | -1.4
CCc1nnc(NC(=O)CSc2nnc(CNc3cccc(Cl)c3)n2CC)s1 | 1.1 | -6.8 | -20.6 | -3.4 | 0.5 | 48.5 | 2.7 | -5.0 | 12.3
CCc1ccc(C(C)NC(=O)c2cc(C)oc2C)cc1 (stereo not drawn) | 0.7 | -5.5 | 9.6 | 0.0 | 0.7 | 33.0 | 0.2 | -6.2 | 0.5
CCOc1ccc2nc(SC3CC(=O)N(c4ccc(OC)cc4)C3=O)sc2c1 (stereo not drawn) | 1.2 | 11.4 | 6.5 | x | 1 | -3.9 | -9.0 | -0.8 | 11.0
CCCCOCC(O)Cn1c(C)nc2ccccc21 (stereo not drawn) | -9.0 | 1.8 | -20.8 | 3.1 | 0.9 | 12.7 | -2.2 | -2.8 | 1.8
CSc1nc(C2CC2)cc(-c2cccs2)c1C#N | 9.2 | 8.7 | 10.2 | 5.7 | 1.2 | -16.0 | -10.7 | -12.6 | 3.6
Later entries
SMILES | EphB4 antag | PTPN22 inh 2 | Plk1 PBD FP | Calb biofilm kill | CYP2C9 act | CYP2C9 inh | PTPN22 act | PLK1 inh | HIV Rev-RRE inh
CC(C)(C)SCCNS(=O)(=O)c1ccc2ccccc2c1 | 3.7 | -2.8 | 8.6 | 2.6 | 2.7* | -166.4 | 3.5 | -9.8 | 18.7
Cn1nc(C(=O)NCc2ccccc2)c2ccccc2c1=O | -3.5 | 4.7 | -3.4 | 6.2 | 0.8 | 24.0 | -5.3 | -9.4 | 5.1
COc1ccc(S(=O)(=O)NCc2ccc(C(=O)O)cc2)cc1 | 6.7 | 4.0 | -3.8 | 3.8 | x | x | -5.3 | -11.3 | 6.8
CCCNS(=O)(=O)c1ccc(OCC(=O)Nc2ccc3c(c2)OCCO3)cc1 | 0.7 | -2.5 | 3.4 | 3.7 | 0.3 | 70.3* | -0.3 | -28.7 | 5.8
O=C(CCCCn1c(=O)c2ccccc2n(Cc2ccc(Cl)cc2)c1=O)NCc1ccco1 | 2.3 | -2.9 | 21.9 | x | 0.7 | 30.5 | -0.6 | -10.9 | 2.8
COc1nc(NC(C)(C)C)nc(Oc2ccc(=O)n(C)n2)n1 | 7.0 | -4.1 | 8.3 | 1.5 | 0.9 | 6.1 | 0.7 | -0.4 | 7.0
CCCCNCc1ccc(SC)cc1 | -8.3 | -8.8 | -2.0 | x | 1 | 4.1 | 13.4 | -8.1 | -1.4

Screens from PubChem BioAssay.
